PTHR1 agonist: agonists of human PTHR1 parathyroid hormone receptor | 410,000 tested, 0.075% active | HEK293 GP2 PTHR1 cells, GloSensor cAMP luminescence, 1 h | AID 743266 | Potency, µM (titrated, usually from 115 µM), for inactives: at the top dose activation, hits mostly activators; also: potency is read from the fitted curve at half-maximal effect; nearly all actives have a fitted effect of over 55% in size; some results filed as inactive show a strong effect at the top dose; inactives centre near -15; many of its hits are not listed in these tables
Target sequence (Q03431 whole entry, looked up): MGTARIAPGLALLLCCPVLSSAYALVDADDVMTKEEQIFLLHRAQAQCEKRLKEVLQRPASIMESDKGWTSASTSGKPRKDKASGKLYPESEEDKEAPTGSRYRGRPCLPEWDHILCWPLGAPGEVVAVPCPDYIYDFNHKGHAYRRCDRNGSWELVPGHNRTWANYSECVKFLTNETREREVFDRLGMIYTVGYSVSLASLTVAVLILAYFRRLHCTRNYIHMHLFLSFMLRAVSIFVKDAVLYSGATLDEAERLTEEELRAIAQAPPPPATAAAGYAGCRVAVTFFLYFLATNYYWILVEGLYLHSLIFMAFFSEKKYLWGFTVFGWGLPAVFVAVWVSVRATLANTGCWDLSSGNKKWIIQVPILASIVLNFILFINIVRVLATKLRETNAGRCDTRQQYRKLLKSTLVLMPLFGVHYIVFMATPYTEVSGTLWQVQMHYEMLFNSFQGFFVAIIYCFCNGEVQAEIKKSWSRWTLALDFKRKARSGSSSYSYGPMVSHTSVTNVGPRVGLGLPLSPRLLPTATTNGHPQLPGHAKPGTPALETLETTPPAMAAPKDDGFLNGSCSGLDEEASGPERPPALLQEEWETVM
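HEK-293-derived GP2 cells expressing PTHR1 and a GloSensor cAMP reporter, 3,000/well, plated overnight, given luciferin plus IBMX (each 0.5 mM as added) for 1 h at 37 °C, then compound for 1 h at 37 °C. Luminescence was read after 15 min at room temperature.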
DRD3 antagonist: antagonists of human D3 dopamine receptor | D3R cells, DiscoveRx beta-arrestin luminescence, antagonist mode; stronger effect = lower value | max response, negative = inhibition, % | 360,000 tested, 2.5% active; in the data active = max response below about -50%; inconclusive = no clear call, values can overlap the other calls; also: % is scaled to controls: 0 for no effect and ±100 for the full control effect; mostly tested at two doses, the higher about 12 µM
Target sequence (P35462 whole entry, looked up): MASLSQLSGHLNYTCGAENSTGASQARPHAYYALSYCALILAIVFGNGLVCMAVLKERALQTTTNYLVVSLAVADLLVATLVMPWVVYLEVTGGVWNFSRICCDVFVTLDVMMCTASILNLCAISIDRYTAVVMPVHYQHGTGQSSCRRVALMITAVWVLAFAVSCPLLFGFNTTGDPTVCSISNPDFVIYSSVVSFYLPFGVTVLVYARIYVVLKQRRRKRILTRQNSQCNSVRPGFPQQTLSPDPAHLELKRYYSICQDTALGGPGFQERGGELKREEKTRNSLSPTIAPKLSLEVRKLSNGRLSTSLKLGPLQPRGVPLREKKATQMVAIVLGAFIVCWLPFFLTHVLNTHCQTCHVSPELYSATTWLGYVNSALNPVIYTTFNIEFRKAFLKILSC
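Cells expressing the human receptor were seeded at 1500 cells/well, incubated overnight at 37 degrees C in 5% CO2, then exposed to library compounds with dopamine controls for 90 minutes at 37 degrees C before luminescent detection.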
Akt phos inh: Akt phosphorylation inhibition. Neuro2A IGF-stimulated pAkt S473 HTRF, 20 min; stronger effect = lower value. activity change, % for hits at 50 µM. 360,000 tested, 0.32% active. AID 651550; in the data active = activity change below about -80%; inconclusive = mostly about -51% to -80%; also: % is scaled to controls: 0 for no effect and ±100 for the full control effect
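Neuro2A cells (4,500/well, DMEM with 0.5% FBS) were treated with compound at a single 50 µM final concentration, stimulated with 6 nM IGF for 20 min at 37 °C, and lysed. Phospho-Akt Ser473 was read by HTRF as 665/615 ratio ×10^4.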
CCT chaperon mod: changes cytosolic chaperonin activity | AID 651819 | 360,000 tested, 0.3% active | purified chaperonin ATPase assay, HTRF ADP detection, 30 min | activity change, % (no concentration beside the values), hits read low; in the data active = activity change below about -30%; also: % is scaled to controls: 0 for no effect and ±100 for the full control effect
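We incubate TRiC, 40 or 20 nM final, with library compounds at 76 uM and 10 uM ATP for 30 min at 37 °C. ADP formed is detected with Transcreener HTRF reagents after 30 min at room temperature.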
EPAC2 ag: EPAC2 (human) agonism | EPAC2 activation, biochemical qHTS; response scale: 100% = 6.5 mM cAMP response | Potency, µM (top dose mostly 154 µM), for inactives: at the highest dose activation, usual class: activators | 360,000 tested, 0.079% active | AID 720711; also: potency is read from the fitted curve at half-maximal effect; nearly all actives have a fitted effect of over 50% in size
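Setup: EPAC2 100 nM, labeled Rap1B complex 250 nM, free GDP 50 uM. Compound titrations pinned in, brief spin, 5 min room temperature incubation. Kinetic fluorescence read over 30 min, normalized to 6.5 mM cAMP.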
Mm-Cpn inhibitor: inhibitors of Methanococcus maripaludis chaperonin (MmCpn); purified Mm-Cpn ATPase, ADP Transcreener TR-FRET; Potency, µM (doses to about 76.9 µM), without a hit: at the highest dose activity, negative = inhibition, usual class: inhibitors; 330,000 tested, 0.031% active; AID 504842; also: potency is read from the fitted curve at half-maximal effect; % is scaled to controls: 0 for no effect and ±100 for the full control effect; nearly all actives have a fitted effect of over 80% in size
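Compound-treated chaperonin, 25 nM final, turns over 10 uM ATP at 37°C for 30 min following a 10 min preincubation; ADP generated competes with ADP-d2 for Eu-cryptate antibody, lowering FRET.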
DRD3 agonist: agonists of human D3 dopamine receptor; P35462; D3R DiscoveRx beta-arrestin cells, luminescence, 90 min; max activation, %; 410,000 tested, 0.58% active; in the data active = max activation above about 30%; also: 0% is about no effect; mostly tested at two doses, the higher about 12 µM
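Agonist mode: compounds and dopamine controls were applied to plated cells for 90 min at 37 degrees C after an overnight attachment at 1500 cells/well. Luminescent read-out followed 30 - 60 minutes at room temperature with DiscoveRx detection reagent.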
EPAC2 antagonist: antagonists of human EPAC2 | EPAC2 GEF exchange of Rap1B-BODIPY-GDP, fluorescence | Potency, µM (doses to about 114 µM), without a hit: at the highest dose activity, negative = inhibition, hits mostly inhibitors | 360,000 tested, 0.18% active | Q8WZA2 | AID 720708; also: potency is read from the fitted curve at half-maximal effect; % is scaled to controls: 0 for no effect and ±100 for the full control effect; nearly all actives have a fitted effect of over 45% in size; many of its hits are not listed in these tables
* marks the source's active call; other numbers are inactive results; i = inactive; ? = inconclusive; · = not tested or not shown; & = joins results of further samples; [ ] = dose if it differs, or a comment. Unless noted, calls follow the shape of the dose curve; as a rule, active = well fitted curve in the direction sought with a large enough effect; inconclusive = small, poorly fitted or top-dose-only effect, or another doubt; inactive = no such curve, though single readings can be large; an effect the other way counts as inactive or inconclusive. Only part of the results is shown; count on the stated rates, not on these rows.

smiles | PTHR1 agonist | DRD3 antagonist | Akt phos inh | CCT chaperon mod | EPAC2 ag | Mm-Cpn inhibitor | DRD3 agonist | EPAC2 antagonist
CC(=O)OC1CCC2(C)C(=CCC3C2CCC2(C)C3CC3ON=C(C)C32)C1 (centres undefined) | -24% | 1 | i | 0.2 | -3% | · | 4 | -6%
Cc1ccc(OCCOc2cccc(Br)c2)c([N+](=O)[O-])n1 | -15% | -4 | i | 2.5 | 22% | 0% | 11 | -3%
COc1ccc(NC(=O)Cc2ccc(C)cc2)c([N+](=O)[O-])c1 | -1% | 0 | i | -0.4 | 2% | 0% | 9 | -2%
Cc1ccc(-c2cc(N)n(-c3ccc(F)cc3)n2)cc1 | -9% | 2 | i | -0.1 | 4% | 1% | -4 | -4%
O=C1[C@H]2[C@@H](c3ccccc3)N[C@]3(CCCN(Cc4ccc(C(F)(F)F)cc4)C3=O)[C@H]2C(=O)N1Cc1ccccc1 | -46%[inhibitor] | -16 | i | 1.6 | 10% | · | -9 | 2%
COc1ccc(OCCSc2ccc(S(=O)(=O)N3CCCC3)cn2)cc1 | -39%[inhibitor] | 7 | i | -1.9 | 16% | -3% | 13 | 3%
S=C(Nc1ccccc1Cl)N(Cc1ccccc1)Cc1cccnc1 | -18% | -8 | i | 0.6 | 8% | 3% | -4 | -8%
CC(C)c1ccc(CNc2ncc(Br)cn2)cc1 | -9% | 2 | i | 0.8 | 11% | 2% | -1 | 4%
CC(C)(C)NC(=O)CN(Cc1ccco1)C(=O)CCC(=O)Nc1nccs1 | i | -5 | i | 2.2 | 8% | 1% | -4 | 1%
CCCc1ccc2oc(C(=O)N3CCN(C4CCS(=O)(=O)C4)CC3)c(C)c2c1 (centres undefined) | i | 1 | i | -2.3 | -1% | -13% | 16 | -1%
CCC1CCCCN1C(=O)COc1ccc(S(=O)(=O)N2CCOCC2)cc1Cl (centres undefined) | -1% | 10 | i | -15 | 3% | 0% | 3 | -5%
COc1ccc(OC)c(C2C/C(=N/O)C(C)C(c3cc(OC)ccc3OC)N2)c1 (centres undefined) | 27% | 25 | i | 1.4 | 2% | · | -8 | -8%
CCC(C)NC(=O)c1cc2c(=O)[nH]c3ccc(C)cc3c2s1 (centres undefined) | -7% | -28 | i | 0.6 | 4% | -10% | -3 | -3%
CC(C)c1nc2n[nH]c(N)c2c2c1CCC2 | -10%[57.5 µM] | -13 | i | -0.6 | -15% | 0% | -4 | -2%
O=C(NC1CC1)c1ccc(NS(=O)(=O)c2ccccc2)cc1 | -17% | -3 | i | 0.5 | 5% | 2% | -6 | 11%

Structural class: the entries above containing fluorine.
smiles | PTHR1 agonist | DRD3 antagonist | Akt phos inh | CCT chaperon mod | EPAC2 ag | Mm-Cpn inhibitor | DRD3 agonist | EPAC2 antagonist
Cc1ccc(-c2cc(N)n(-c3ccc(F)cc3)n2)cc1 | -9% | 2 | i | -0.1 | 4% | 1% | -4 | -4%
O=C1[C@H]2[C@@H](c3ccccc3)N[C@]3(CCCN(Cc4ccc(C(F)(F)F)cc4)C3=O)[C@H]2C(=O)N1Cc1ccccc1 | -46%[inhibitor] | -16 | i | 1.6 | 10% | · | -9 | 2%

Remaining list, next part:
smiles | PTHR1 agonist | DRD3 antagonist | Akt phos inh | CCT chaperon mod | EPAC2 ag | Mm-Cpn inhibitor | DRD3 agonist | EPAC2 antagonist
COc1ccc(CN2C(=O)C(Cc3ccccc3)Nc3ncnc(N4CCN(c5ccccc5)CC4)c32)cc1 (centres undefined) | i | -111* | i | 0.3 | 11% | -1% | -47 | -9%
CS(=O)(=O)N1CCC(C(=O)Nc2cccc(C(F)(F)F)c2)CC1 | -9%[57.5 µM] | -1 | i | -2.9 | 3% | 1% | 1 | 6%
CCCCn1c(N)c(N(CC)C(=O)C2CCN(C(=O)c3ccccc3C)CC2)c(=O)[nH]c1=O | -13% | 2 | i | 2.2 | 6% | -2% | 0 | 5%
CCn1cc(S(=O)(=O)CC(=O)Nc2ccc3c(c2)OCCO3)c2ccccc21 | i | 1 | i | -0.7 | 8% | -4% | -6 | -1%
CCCCc1ncc(CN2CCN(Cc3ccc(C)cc3)C(CCO)C2)[nH]1 (centres undefined) | -9% | -14 | i | 0.1 | 1% | 0% | -14 | -6%
NC(=O)CSc1oc(-c2ccco2)nc1S(=O)(=O)c1ccc(Cl)cc1 | -43%[inhibitor] | -4 | i | 0.8 | 7% | -4% | 20&-8 | 4%
Cc1ccccc1NC(=O)NC1(C(=O)N2CCOCC2)CCCCC1 | -25% | 13 | i | 2.1 | -7% | 4% | -5 | 8%
CC1(C(=O)Nc2ccc3c(c2)OCCO3)CSCC(=O)N1CCc1ccccc1F (centres undefined) | -18% | 4 | i | · | 8% | · | 0 | -12%
COc1ccc(-c2oc3c(c2C#CC2(O)CCCCC2)C(OC)CCC3)cc1 (centres undefined) | 0% | 21 | i | -0.4 | 9% | · | 5 | 1%
O=C(NC1CCCCCCC1)c1cccc(S(=O)(=O)N2CCOCC2)c1 | -12% | 2 | i | -5.7 | 4% | -1% | 8 | 11%
O=C(Nc1cccc(O)c1)N1CCOCC1 | -32%[inhibitor][57.5 µM] | 33 | i | -0.5 | 5% | 0% | 5 | -4%
COCCN(C(=O)CSc1nnc(-c2ccccc2OC)o1)c1c(N)n(CC(C)C)c(=O)[nH]c1=O | i | -8 | i | -1.9 | 2% | -6% | 5 | 15%
COCCNC(=O)C1CCCN(Cc2ccc(C)cc2)CC1 (centres undefined) | -17% | -8 | i | -0.4 | -1% | · | -6 | -5%
C=CCn1c(=O)c(C(=O)Nc2ccccc2O)c(O)c2ccccc21 | -5%[57.5 µM] | -9 | i | 1.9 | -5% | -1% | 14 | 0%
CC1CCCN(C(=O)Cn2nnc(-c3ccc(F)cc3)n2)C1 (centres undefined) | i | -14 | i | -2.6 | 19% | 1% | 0 | -6%

Three consecutive entries from above:
smiles | PTHR1 agonist | DRD3 antagonist | Akt phos inh | CCT chaperon mod | EPAC2 ag | Mm-Cpn inhibitor | DRD3 agonist | EPAC2 antagonist
COc1ccc(CN2C(=O)C(Cc3ccccc3)Nc3ncnc(N4CCN(c5ccccc5)CC4)c32)cc1 (centres undefined) | i | -111* | i | 0.3 | 11% | -1% | -47 | -9%
CS(=O)(=O)N1CCC(C(=O)Nc2cccc(C(F)(F)F)c2)CC1 | -9%[57.5 µM] | -1 | i | -2.9 | 3% | 1% | 1 | 6%
CCCCn1c(N)c(N(CC)C(=O)C2CCN(C(=O)c3ccccc3C)CC2)c(=O)[nH]c1=O | -13% | 2 | i | 2.2 | 6% | -2% | 0 | 5%

Continuation:
smiles | PTHR1 agonist | DRD3 antagonist | Akt phos inh | CCT chaperon mod | EPAC2 ag | Mm-Cpn inhibitor | DRD3 agonist | EPAC2 antagonist
CCCCN1CCNC1=S | i | 4 | i | -0.4 | 8% | 1% | 17 | -4%
CCOC(=O)C(O)(CC(=O)Nc1cc(F)ccc1C)C(F)(F)F (centres undefined) | i | -17 | i | -2.3 | 3% | -29% | -11 | -3%
Cc1oc(C(C)(C)C)cc1-c1cc(NC(=O)c2ccc([N+](=O)[O-])cc2)n[nH]1 | i | 4 | i | 1.4 | -9% | -1% | -13 | -9%
O=C(O)c1sccc1SCc1ccc(Cl)cc1Cl | i | -29 | i | -1.5 | 3% | -2% | -9 | ?
COc1ccc2oc(C(=O)N3CCN(S(=O)(=O)c4cccc([N+](=O)[O-])c4)CC3)c(C)c2c1 | i | 28 | i | 0.4 | 3% | -1% | 6 | -5%
COc1ccccc1CC(=O)Nc1ccc(S(=O)(=O)N2CCCCC2)cc1 | i | 1 | i | 0.3 | 8% | -2% | -6 | -20%
CCC(Sc1nc2ccccc2c(=O)n1CC1CCCO1)C(=O)NCc1cccnc1 (centres undefined) | 15% | 0 | · | 1.7 | 5% | -10% | -4 | -11%
Cn1cnnc1SCC(=O)Nc1cccc(S(=O)(=O)N2CCOCC2)c1 | -25% | 0 | i | 1.9 | 5% | 3% | 0 | 6%
COc1ccc(N2C(=O)C3ON(C4SC(=S)N(C)C4(C)C)C(c4ccc([N+](=O)[O-])cc4)C3C2=O)cc1 (centres undefined) | i | -65* | i | 0.7 | 1% | 2% | -8 | 10%
CC1(C)Cc2c(sc3nc(SCC(=O)O)nc(N)c23)CO1 | i | -8 | i | -3.5 | 7% | 0% | 3 | -3%
CCCCn1c(N)c(N(CCC(C)C)C(=O)C2=NN(c3cc(C)ccc3C)C(=O)CC2)c(=O)[nH]c1=O | 11% | 24 | i | -4.4 | -8% | 1% | 0 | 0%
S=C(NCCN1CCOCC1)Nc1cccc2ccccc12 | i | -6 | i | 0.0 | 4% | -1% | 3 | 1%
COc1ccccc1CNc1nc2nc(C)cc(=O)n2[nH]1 | ? | 34 | i | -2.2 | 7% | 2% | -9 | -3%
COC(=O)c1ccccc1C(=O)N1CCOCCOCCOCC1 | i | 3 | i | -5.2 | 1% | 1% | -11 | 11%
COc1ccccc1N1C(=O)c2ccccc2NC1C(OC)OC (centres undefined) | -5%[57.5 µM] | 12 | i | -0.7 | 5% | 0% | 16 | 5%

(continued)
| compound | PTHR1 agonist | DRD3 antagonist | Akt phos inh | CCT chaperon mod | EPAC2 ag | Mm-Cpn inhibitor | DRD3 agonist | EPAC2 antagonist |
| --- | --- | --- | --- | --- | --- | --- | --- | --- |
| Cc1ccc(Cn2ccc(NC(=O)c3nc4ncccn4n3)n2)cc1 | i | 8 | i | -2.3 | 8% | · | -7 | 0% |
| COc1ccc(N2CCN(S(=O)(=O)c3cccc(C(F)(F)F)c3)CC2)cc1 | i | -10 | i | -0.5 | -2% | -6% | 3 | 0% |
| O=C(O)CC1C(=O)NCCN1Cc1ccc(F)c(F)c1 (centres undefined) | 12% | 14 | i | -0.6 | 13% | -2% | 3 | 6% |
| COc1ccc(-c2nc(C#N)c(N3CCC(C)CC3)o2)cc1 | -1% | 8 | i | -0.4 | -2% | 2% | -3 | -6% |
| CCN(NC(=O)C(O)(c1ccccc1)c1ccccc1)C(=O)c1ccccc1 | i | 0 | i | 0.8 | 0% | -2% | -1 | 0% |
| CN(C)/C=C(/C(=O)c1ccccc1)S(=O)(=O)c1ccc(Cl)cc1 | i | 8 | i | 1.9 | 3% | -10% | 2 | -1% |

Source: PubChem BioAssay
